Source: PubChem
HCMV inh = qHTS Assay for inhibitors of the human cytomegalovirus (HCMV); HFF cells, HCMV-luciferase reporter, 72 h; active compounds read low; activity change, negative = inhibition, % at 57.5 µM; 410,000 compounds, 4.5% hits; AID 1259415, 2018; in the data active = activity change below about -60%; inconclusive = no clear call, values can overlap the other calls; inactive = above about -39%
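Steps: HFFs plated, 16 h 37C; compounds added; HCMV-luciferase added to MOI 1 PFU/cell; 72 h 37C; OneGlo reagent, 5 min room temperature; luminescence read, normalized to controls.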
LmPK inhibitor = qHTS Assay for Inhibitors of Leishmania Mexicana Pyruvate Kinase (LmPK) | purified LmPK, Kinase-Glo ATP luminescence, 1 h | Potency, µM (doses to about 57.5 µM), without a hit: at the highest dose activity change, negative = inhibition, actives largely listed as inhibitors | 290,000 compounds, 0.37% hits | AID 1721, 2009; note: potency is the fitted concentration of half-maximal effect
Target sequence (Q27686 whole entry, looked up): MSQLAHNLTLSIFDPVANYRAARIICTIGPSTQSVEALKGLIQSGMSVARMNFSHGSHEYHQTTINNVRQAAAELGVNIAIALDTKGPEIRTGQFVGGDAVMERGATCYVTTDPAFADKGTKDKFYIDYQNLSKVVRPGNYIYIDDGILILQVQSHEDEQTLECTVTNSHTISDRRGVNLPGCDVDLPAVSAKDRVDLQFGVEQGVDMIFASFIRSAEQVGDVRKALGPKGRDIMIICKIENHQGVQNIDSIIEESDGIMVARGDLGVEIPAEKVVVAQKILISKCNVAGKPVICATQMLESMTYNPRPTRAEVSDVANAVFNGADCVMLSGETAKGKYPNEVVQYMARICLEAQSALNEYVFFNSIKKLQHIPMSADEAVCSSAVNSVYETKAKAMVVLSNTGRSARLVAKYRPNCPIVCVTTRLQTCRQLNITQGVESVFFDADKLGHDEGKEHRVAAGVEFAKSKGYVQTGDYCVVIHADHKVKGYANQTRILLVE
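Kinase-Glo luminescence read after 1 h RT reaction of 0.1 nM LmPK with 0.5 mM PEP and 0.1 mM ADP. Activity scaled between uninhibited and enzyme-free controls.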
AmpC inh no detg = qHTS Inhibitors of AmpC Beta-Lactamase (assay without detergent) | 330,000 compounds, 0.52% hits | P00811 | AmpC nitrocefin hydrolysis, absorbance 480 nm, 0.0001% Triton | Potency, µM (top dose mostly 57.1 µM), without a hit: at the highest dose activity change, negative = inhibition, hits mostly inhibitors;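 note: potency is the fitted concentration of half-maximal effect; plate controls were no compound for no effect and no enzyme for full effect; nearly all actives have a fitted effect of over 20% in size; some results filed as inactive show a strong effect at the top dose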
Target sequence (P00811 whole entry, looked up): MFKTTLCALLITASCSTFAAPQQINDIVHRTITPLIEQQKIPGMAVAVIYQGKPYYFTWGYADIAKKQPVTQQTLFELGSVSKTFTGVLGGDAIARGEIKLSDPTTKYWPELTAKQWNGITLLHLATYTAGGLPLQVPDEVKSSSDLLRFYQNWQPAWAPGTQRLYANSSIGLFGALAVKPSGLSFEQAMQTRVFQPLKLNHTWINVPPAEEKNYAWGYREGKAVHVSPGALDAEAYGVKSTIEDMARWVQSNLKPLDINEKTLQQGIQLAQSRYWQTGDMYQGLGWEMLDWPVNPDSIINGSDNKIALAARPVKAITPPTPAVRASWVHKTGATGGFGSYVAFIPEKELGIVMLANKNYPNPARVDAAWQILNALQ
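AmpC (5.3 nM in the dispensed reagent) in 20 mM phosphate pH 7.0 with 0.01% (detergent screen) or 0.0001% Triton X-100 was preincubated with compounds for 15 min at room temperature. Nitrocefin was then added from an 800 uM solution, and hydrolysis was followed at 480 nm.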
AmpC inh detg = qHTS Inhibitors of AmpC Beta-Lactamase (assay with detergent); AmpC hydrolysis of nitrocefin, absorbance 480 nm, 0.01% Triton; P00811; 370,000 compounds, 0.041% hits; AID 485294, 2010; Potency, µM (doses to about 114 µM), without a hit: at the highest dose activity change, negative = inhibition, actives largely listed as inhibitors;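 note: potency is the fitted concentration of half-maximal effect; 0% = no-compound wells and -100% = no-enzyme wells; nearly all actives have a fitted effect of over 25% in size; some results filed as inactive show a strong effect at the top dose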
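AmpC (5.3 nM in the dispensed reagent) in 20 mM phosphate pH 7.0 with 0.01% (detergent screen) or 0.0001% Triton X-100 was preincubated with compounds for 15 min at room temperature. Nitrocefin was then added from an 800 uM solution, and hydrolysis was followed at 480 nm.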
AMA1 RON2 block = qHTS for Inhibitors of AMA1-RON; Towards Development of Antimalarial Drug Lead: Primary Screen; Plasmodium falciparum AMA1 (3D7) - RON2 peptide interaction; AlphaScreen AMA1-biotinylated RON2 peptide binding; Potency, µM (doses to about 58.2 µM), inactives show at the highest dose activity change, negative = inhibition, usual class: inhibitors; 360,000 compounds, 0.2% hits; AID 720542, 2013;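 note: potency is the fitted concentration of half-maximal effect; 0% = vehicle wells and -100% = peptide control; nearly all actives have a fitted effect of over 45% in size; some results filed as inactive show a strong effect at the top dose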
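AMA1 (3D7) with his tag at 25 nM final met compounds first, then biotinylated RON2 peptide at 25 nM; detection used donor plus acceptor beads, 10 µg/mL apiece, read by AlphaScreen after 30 min at room temperature.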
TbPYK inhibitor = qHTS of Trypanosoma Brucei Inhibitors. Potency, µM (doses to about 76.8 µM), for the others: at the highest dose activity, negative = inhibition, most hits filed as inhibitors. TbPYK enzyme, Kinase-Glo Plus ATP luminescence, 45 min. pyruvate kinase (Trypanosoma brucei), Q57TT1. 410,000 compounds, 0.12% hits; note: potency is the fitted concentration of half-maximal effect; nearly all actives have a fitted effect of over 50% in size
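Readout: single end-point luminescence (Kinase-Glo Plus, 10 min). Reaction conditions were TbPYK/substrate plus 130 uM ADP, 45 min at RT, pH 7.2 TEA buffer. No-enzyme wells served as controls, and data were normalized before concentration-response fitting.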
HCV inh = qHTS Assay for Inhibitors of Hepatitis C Virus (HCV); Huh7.5.1 HCVcc-Cre infection, luciferase reporter, 44 h; Potency, µM (highest dose often 41.8 µM), without a hit: at the top dose activity change, negative = inhibition, usual class: inhibitors; 340,000 compounds, 3.4% hits; AID 651820, 2012; note: potency is the fitted concentration of half-maximal effect
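Cells (1,000/well) were plated 4 h before compound, then infected with HCVcc-Cre virus (~0.5 moi). After 44 h further culture, infection was read as luciferase luminescence following a 15 min substrate incubation at room temperature.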
Active calls of the source: *; ? = inconclusive; . = not tested or not shown; [ ] = dose if it differs, or a comment. Unless noted, calls come from the whole dose curve; as a rule, active = well fitted curve in the direction sought with a large enough effect; inconclusive = small, poorly fitted or top-dose-only effect, or another doubt; inactive = no such curve, though single readings can be large; an effect the other way counts as inactive or inconclusive. Unless noted, % is set by controls: 0 for no effect and ±100 for the full control effect.

item | Structure | HCMV inh | LmPK inhibitor | AmpC inh no detg | AmpC inh detg
1 | O=C(O)C1C2CCC(O2)C1C(=O)Nc1ccc(F)cc1 (stereo not drawn) | 7 | 4% | -15% | -1%
2 | CNCCC=C1c2ccccc2C=Cc2ccccc21 | -2 | . | . | .
3 | Cc1ccc(NC(=O)N2CCC3(CC2)Oc2ccccc2C(=O)N3Cc2ccc(F)cc2)cc1 | 40 | . | . | -9%
4 | CCc1ccccc1NC(=O)CN(Cc1ccccc1)S(=O)(=O)c1ccc2nc(C)sc2c1 | -5 | . | . | 0%
5 | CCc1nnc(NC(=O)c2ccc(Br)o2)s1 | 39 | -10% | -1% | ?
6 | Cn1c(=O)n(C)c2cc(C(N)=O)ccc21 | 114 | 2% | -14% | -3%
7 | O=S(=O)(Nc1ccc(O)c(Sc2nc3ccccc3s2)c1)c1ccc(F)cc1 | 19 | 1% | -30% | ?
8 | CC(C)N1C(=O)CCC1C(=O)NCCc1ccccc1 (stereo not drawn) | 7 | -8% | -7% | -13%
9 | CCOC(=O)c1cc2c(=O)n3ccccc3nc2n(Cc2ccco2)c1=NC(=O)c1cccc(Br)c1 | -34 | . | . | 7%
10 | CC1(Cc2ccccc2OC(F)(F)F)C(=O)Nc2cc(-c3ccccc3Cl)ccc21 (stereo not drawn) | 0 | . | . | .
11 | CC(=O)Oc1ccc2c(C)cc(=O)oc2c1C(=O)c1ccccc1 | 28 | 0% | -17% | -2%
12 | Cc1ccc(CNn2cnnc2SCC(=O)NC(C)(C)C)cc1 | -17 | -1% | -2% | -10%
13 | O=C(O/N=C1\CCS(=O)(=O)c2sccc21)c1ccc(F)cc1 | -8 | 0% | -2% | -15%
14 | NC(=S)n1[nH]c(-c2ccc([N+](=O)[O-])cc2)c(N=Nc2ccc(Cl)cc2)c1=O | . | 0% | -33% | 1%
15 | CCOc1ccc(NC(=O)CCC(=O)NNC(=O)COc2ccccc2C)cc1 | ? | 1% | -24% | -7%

item | AMA1 RON2 block | TbPYK inhibitor | HCV inh
1 | 23% | 1% | 1%
2 | -13% | -4% | ?
3 | . | 4% | .
4 | . | 4% | .
5 | 10% | -3% | 16%
6 | 0% | 4% | 7%
7 | 4% | -1% | 4%
8 | 7% | 2% | -3%
9 | . | -8% | .
10 | 1% | 0% | .
11 | 8% | 22% | 21%
12 | 6% | -4% | -10%
13 | -3% | -3% | 11%
14 | -1% | -20% | 6.3µM*
15 | 45%[activator] | ? | -14%

Additional compounds
item | Structure | HCMV inh | LmPK inhibitor | AmpC inh no detg | AmpC inh detg
16 | COc1cc(NC(=O)CCN2CCN(c3ccccc3F)CC2)cc(OC)c1 | -29 | 7% | 35% | ?
17 | COc1ccc(O)c(C(C)(C)C)c1 | ? | 14% | -15% | 2%
18 | O=C(/C=C/c1ccc(Cl)cc1)NCCc1ccccc1 | -8 | 3% | -34% | -10%
19 | CNC(=O)CN(c1cc(OCCOC)c(Cl)cc1Cl)S(=O)(=O)c1ccc(OC)cc1 | 14 | -1% | 145%[activator] | ?
20 | CCCOC(=O)c1c(NC(=O)CCC(=O)O)sc2c1CCCCC2 | -10 | -1% | 2% | 6%
21 | CCCC1NC(C(=O)O)Cc2c1[nH]c1ccccc21 (stereo not drawn) | 7 | -6% | -22% | -9%
22 | CCOC(=O)c1c(NC(=O)CSc2cn(CCNC(=O)c3ccccc3F)c3ccccc23)sc2c1CCC2 | -3 | . | . | -1%
23 | CSc1nc2ccc(NC(=O)C3CCCO3)cc2s1 (stereo not drawn) | 33 | -8% | -20% | 2%
24 | Cn1c(=O)cc(OCC(=O)NCCc2ccc(Cl)cc2)c2ccccc21 | 37 | -3% | 66%[activator] | -15%
25 | CC(=O)Nc1ccc(S(=O)(=O)C(C#N)c2nc3ccccc3nc2NCCCO)cc1 (stereo not drawn) | -17 | 6% | -35% | 5%
26 | Cc1ccc(/C=C/C(=O)O)cc1S(=O)(=O)NCc1ccco1 | -14 | -2% | -9% | -7%
27 | CCOC(=O)Cn1c(=O)oc2cc(S(=O)(=O)NC3CCCCC3)ccc21 | . | 1% | -2% | -10%
28 | CCc1nnc(NC(=O)CSc2ncnc3c2cnn3-c2ccc(OC)cc2)s1 | 85 | 1% | -9% | -10%
29 | C=C(C)n1c(=O)[nH]c2ccccc21 | 10 | 1% | 6% | -13%
30 | COc1ccccc1CNC(=O)c1cccc(Nc2nc3ccccc3n3nnnc23)c1 | -25 | . | . | 7%

item | AMA1 RON2 block | TbPYK inhibitor | HCV inh
16 | -13% | 3% | 12%
17 | -4% | -7% | 8%
18 | 1% | -5% | 3%
19 | -6% | -12% | -7%
20 | 5% | -2% | 11%
21 | 3% | 3% | 3%
22 | . | 1% | .
23 | 12% | 1% | 14%
24 | -2% | 1% | 1%
25 | 4% | -6% | 28%
26 | -10% | 3% | 4%
27 | -3% | 2% | 10%
28 | 16% | 10% | -12%
29 | -11% | -4% | 2%
30 | . | 1% | .

The results go on:
item | Structure | HCMV inh | LmPK inhibitor | AmpC inh no detg | AmpC inh detg
31 | OC(CNC1CCCCC1)CNC1CCCCC1 | -23 | 1% | -24% | -1%
32 | C=CCC1(N(C(C)=O)c2ccccc2C)CCCCC1 | 16 | 4% | 53% | 1%
33 | CCCCCC(=O)N(O)C1CC(=O)N(c2ccccc2)C1=O (stereo not drawn) | 98 | 3% | -12% | -18%
34 | CC(c1nccs1)N(C)C(=O)CCc1nnc(Cc2c[nH]c3ccccc23)o1 (stereo not drawn) | 7 | -4% | 31% | -3%
35 | COc1ccc(-c2nc(-c3ccccc3)c(-c3ccc(F)cc3)[nH]2)c(OC)c1C | -13 | . | . | 11%
36 | COC(=O)[C@]1(C)N[C@H](CN(C)C(=O)c2ccccc2)[C@@H]2C(=O)N(Cc3ccccc3)C(=O)[C@@H]21 | -2 | . | 5% | .
37 | CCCC[C@@H]1CNCCN1CCc1cc(C(F)(F)F)cc(C(F)(F)F)c1 | 32 | . | 93%[activator] | -10%
38 | Cc1ccc(Cc2c(-c3cccc(Br)c3)nc3cc(C)c(Br)c(C)n23)cc1 | 49 | . | . | .
39 | O=C(N/N=C/c1cccnc1)C1CC1(c1ccccc1)c1ccccc1 (stereo not drawn) | -67* | 0% | -10% | ?
40 | COc1ccc(CC(=O)NCCc2csc(-c3cccc(F)c3)n2)cc1OC | -19 | . | . | 0%
41 | CCCNC(=O)CSc1nnc(-c2ccc(F)cc2)o1 | -4 | 1% | -5% | -2%
42 | COc1ccc(OCC(=O)Nc2ccc(Cl)cc2)cc1 | -39 | 2% | -1% | 2%
43 | CC(Oc1ccc(F)cc1)C(=O)Nc1ccc(S(=O)(=O)NC2=NCCCCC2)cc1 (stereo not drawn) | -27 | . | 0% | 1%
44 | CCOC(=O)N1CCC(N2Cc3cccc(C(=O)O)c3C2=O)CC1 | 15 | 3% | -11% | ?
45 | O=C(Nc1ccc2nc(SCC(=O)N3CCc4ccccc43)sc2c1)c1cccc(F)c1 | -5 | . | . | 3%

item | AMA1 RON2 block | TbPYK inhibitor | HCV inh
31 | 7% | -2% | ?
32 | -1% | 0% | 19%
33 | 20% | -15% | 10%
34 | -3% | -9% | 5%
35 | . | -2% | .
36 | 3% | -9% | 14%
37 | 5% | 1% | ?
38 | -4% | 1% | .
39 | -23% | -17% | ?
40 | . | -3% | .
41 | -1% | 0% | 14%
42 | -7% | -7% | -19%
43 | 0% | 1% | 1%
44 | 15% | -2% | 20%
45 | . | -1% | .

More records follow:
item | Structure | HCMV inh | LmPK inhibitor | AmpC inh no detg | AmpC inh detg
46 | CCN(CC)C(=O)CSc1nnc(-c2ccccn2)n1Cc1ccccc1 | ? | -2% | 29% | -14%
47 | Cc1cc(Cl)c(S(=O)(=O)N2CCCCCC2)cc1OCC(N)=O | -13 | 2% | 33% | 7%
48 | Cc1cc(C)cc(NC(=O)CSc2nnc(-c3ccc(S(=O)(=O)N4CCCC4)cc3)o2)c1 | -11 | 8% | -30% | ?
49 | O=C(COC(=O)c1cc(S(=O)(=O)N2CCOCC2)ccc1O)Nc1ccc2c(c1)OCO2 | 32 | . | -26% | .
50 | NC(=O)c1cc[n+](Cc2ccc([N+](=O)[O-])cc2)cc1 | 9 | 1% | -3% | -3%
51 | COc1cc(S(=O)(=O)N2CCOCC2)ccc1NC(=O)COC(=O)c1ccc(Cl)nc1 | -12 | . | -23% | .
52 | O=C(NCC1CCCO1)C1CCCN(S(=O)(=O)c2ccc(Br)cc2)C1 (stereo not drawn) | -9 | -22% | 11% | 1%
53 | Cc1ccc(C(=O)OCC(=O)Nc2ccc(C(N)=O)cc2)s1 | 65 | . | -15% | -1%
54 | COC(=O)c1ccc(NC(=O)CN2CCN(CCO)CC2)cc1 | 19 | -3% | -25% | ?
55 | C/C(=N\NC(=O)c1ccccn1)c1ccc(C(=O)O)s1 | 38 | 16µM* | 19% | -4%

item | AMA1 RON2 block | TbPYK inhibitor | HCV inh
46 | 1% | 1% | 17%
47 | -9% | -3% | -5%
48 | 47%[activator] | 0% | -13%
49 | -2% | -6% | -8%
50 | 3% | -4% | 14%
51 | -7% | 2% | 6%
52 | -1% | 2% | 9%
53 | -12% | 4% | 14%
54 | -11% | 0% | 7%
55 | . | . | .

Entries listed so far with a nitro group on carbon:
item | Structure | HCMV inh | LmPK inhibitor | AmpC inh no detg | AmpC inh detg
14 | NC(=S)n1[nH]c(-c2ccc([N+](=O)[O-])cc2)c(N=Nc2ccc(Cl)cc2)c1=O | . | 0% | -33% | 1%
50 | NC(=O)c1cc[n+](Cc2ccc([N+](=O)[O-])cc2)cc1 | 9 | 1% | -3% | -3%

item | AMA1 RON2 block | TbPYK inhibitor | HCV inh
14 | -1% | -20% | 6.3µM*
50 | 3% | -4% | 14%

Profiles as entered above. Values in the order: HCMV inh, LmPK inhibitor, AmpC inh no detg, AmpC inh detg, AMA1 RON2 block, TbPYK inhibitor, HCV inh
`C/C(=N\NC(=O)c1ccccn1)c1ccc(C(=O)O)s1` is entered as 38, 16µM*, 19%, -4%, ., ., .
`COc1cc(S(=O)(=O)N2CCOCC2)ccc1NC(=O)COC(=O)c1ccc(Cl)nc1` is entered as -12, ., -23%, ., -7%, 2%, 6%
